Source: PubChem BioAssay (several laboratories)
MrgX1 ag: activates human MrgX1 receptor signaling. Q96LB2. MrgX1-HEK293 cells, Fluo-4 calcium fluorescence, agonist mode; active compounds read high. B-score at 10 µM. 0.44% of 310,000 active;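 active = calcium response B-score plate-corrected fluorescence ratio at least 3 library SD, with starting fluorescence B-score inside 5 SD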
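Material: MrgX1-expressing HEK293 cells / Dosing: compound as first of three additions / Incubation: overnight seeding, then 1 h dark dye loading / Signal: Fluo-4 NW calcium fluorescence / Evaluation: B-scored fluorescence response ratio / Benchmarks: positive and negative control wells on each plate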
TRPC6 inh: mouse TRPC6 channel inhibition; B-score at 10 µM; HEK293-TRPC6, membrane potential dye, ACh-evoked depolarization; active compounds read low; AID 2553; 1.1% of 310,000 active; Q61143;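 active = B-score under library mean minus 3 SD, initial fluorescence not abnormally high, positive integrated signal ratio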;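 note: B-score derived from integrated fluorescence ratio over the kinetic read; more negative B-score means stronger inhibition of depolarization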
TRPC4 block: inhibitors of mouse TRPC4 channel; HEK293 TRPC4beta/mu-opioid, DAMGO-evoked Fluo4 calcium flux; active compounds read low; B-score at 10 µM; 0.39% of 300,000 active; AID 2247;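 active = B-score over 3 SD under the library average, no early fluorescence shift, positive overall ratio signal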
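material = TRPC4beta/mu-opioid receptor HEK293 cell line | probe or stimulus = sequential submaximal and maximal DAMGO stimulation | compound dosing = one concentration per compound | measured by = Fluo4 Ca2+ flux fluorescence | evaluation = integrated fluorescence ratio relative to baseline, converted to per-well B score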
ANO1 block: inhibitors of mouse TMEM16A calcium-activated chloride channel; HEK293 TMEM16A/YFP iodide influx fluorescence, ionomycin; normalized B-score (activity score, 25-100; higher = stronger inhibition) at 10 µM; 1.2% of 310,000 active;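 active = ratio plate-corrected score three or more library SD toward inhibition, starting fluorescence score within five deviations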;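 note: score derived from kinetic fluorescence span divided by baseline fluorescence per well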
Target sequence (Q8BHY3 whole entry, looked up): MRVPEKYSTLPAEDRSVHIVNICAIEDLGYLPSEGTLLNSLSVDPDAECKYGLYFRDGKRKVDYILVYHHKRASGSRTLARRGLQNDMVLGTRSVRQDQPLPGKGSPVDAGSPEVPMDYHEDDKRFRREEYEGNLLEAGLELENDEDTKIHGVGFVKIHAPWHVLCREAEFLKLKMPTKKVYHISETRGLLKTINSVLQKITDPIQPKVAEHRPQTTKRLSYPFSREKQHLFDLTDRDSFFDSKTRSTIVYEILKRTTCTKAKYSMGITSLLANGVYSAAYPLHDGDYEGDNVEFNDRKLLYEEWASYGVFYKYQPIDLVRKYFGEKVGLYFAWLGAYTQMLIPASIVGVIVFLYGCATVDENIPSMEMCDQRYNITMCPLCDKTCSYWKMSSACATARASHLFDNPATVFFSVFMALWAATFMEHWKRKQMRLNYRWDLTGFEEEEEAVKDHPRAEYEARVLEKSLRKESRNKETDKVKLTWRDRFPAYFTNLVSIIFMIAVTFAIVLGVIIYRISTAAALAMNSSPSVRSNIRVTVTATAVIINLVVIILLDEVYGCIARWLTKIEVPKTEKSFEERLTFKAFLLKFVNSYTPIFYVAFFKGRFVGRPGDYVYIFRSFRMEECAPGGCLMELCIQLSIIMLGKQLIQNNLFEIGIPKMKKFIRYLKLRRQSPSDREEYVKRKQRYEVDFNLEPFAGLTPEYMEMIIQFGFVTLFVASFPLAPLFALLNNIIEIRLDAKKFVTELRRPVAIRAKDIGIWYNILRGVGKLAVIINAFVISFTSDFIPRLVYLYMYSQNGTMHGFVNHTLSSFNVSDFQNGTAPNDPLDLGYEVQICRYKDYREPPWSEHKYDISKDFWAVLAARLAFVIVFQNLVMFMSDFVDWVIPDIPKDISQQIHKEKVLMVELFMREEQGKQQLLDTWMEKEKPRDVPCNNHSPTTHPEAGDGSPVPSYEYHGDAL
TMEM16A act: activators or potentiators of mouse TMEM16A chloride channel. Q8BHY3. HEK293 TMEM16A/YFP-H148Q/I152L, iodide quench fluorescence; active compounds read low. B-score at 10 µM. 0.3% of 340,000 active. AID 623877;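 active = fluorescence-ratio B-score plate-corrected deviation score at least 3 library SD below zero, with starting fluorescence score within 5 deviations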;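 note: channel opened by trigger with iodide after compound preincubation; score built on the fluorescence ratio of max minus min over baseline; more negative score means more quench and so TMEM16A activation or potentiation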
TRPC6 act: activates the mouse TRPC6 cation channel | AID 2550 | HEK293-TRPC6 membrane potential dye fluorescence; active compounds read high | B-score at 10 µM | Q61143 | 0.13% of 310,000 active;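 active = B-score of the integrated fluorescence ratio above library mean plus 3 SD, and starting fluorescence ratio within library mean plus 5 SD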;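 note: higher score means more depolarization so channel activation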
TRPC4 agonist: opens the mouse TRPC4 cation channel; 0.49% of 310,000 active; Q9QUQ5; HEK293 TRPC4beta/mu-opioid, Fluo4 calcium fluorescence; active compounds read high; B-score at 10 µM;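 active = B-score above 5 SD of library B-scores, and initial fluorescence ratio not above library mean plus 5 SD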;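 note: positive B-score marks a calcium rise read as TRPC4 activation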
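Assay system: HEK293 stable line with TRPC4beta plus mu-opioid receptor; schedule: 45 min room-temperature Fluo4 loading, 110 s read; technique: kinetic Fluo4 calcium fluorescence; evaluation: integrated baseline-normalised fluorescence ratio, converted to per-well B score; controls: buffer (low) and maximal DAMGO (high)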
MrgX1 PAM: human MrgX1 positive allosteric modulation, primary screen; AID 588675; 0.63% of 310,000 active; MrgX1-HEK293, Fluo-4 calcium flux, FDSS; active compounds read high; B-score at 10 µM;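 active = plate-corrected calcium response at least 3 library SD above typical, normal starting fluorescence, not activating the receptor alone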;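 note: compound read alongside a low EC10 to EC30 dose of BAM8-22 agonist; peak minus trough fluorescence over baseline measured at the second addition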
MrgX1 antagonist: human MrgX1 receptor antagonism, primary screen. AID 588676. 1.3% of 310,000 active. MRGX1-HEK293 calcium flux, Fluo-4, BAM8-22 antagonism; active compounds read low. B-score at 10 µM;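 active = calcium-response B-score plate-corrected more than 3 library SD below zero, starting fluorescence within 5 deviations, no agonist response on first addition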;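 note: peak minus trough fluorescence over baseline after final BAM8-22 challenge near maximal dose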
TRPC4 potent: TRPC4 (mouse) allosteric potentiation. Q9QUQ5. HEK293 TRPC4beta/mu-opioid, DAMGO EC20, Fluo-4 Ca2+ flux; active compounds read high. B-score at 10 µM. 0.42% of 310,000 active. AID 2227;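 active = B-score of calcium response area above 5 SD of library B-scores, with initial fluorescence ratio within 5 SD of library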;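 note: B-score of integrated fluorescence ratio over time as area under calcium response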
SKKanGAS inh: SKKanGAS growth inhibition. S. pyogenes SKKanGAS, kanamycin growth, BacTiter-Glo, 6 h. inhibition, % at 7.5 µM. 1.3% of 300,000 active. AID 1662;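 active = mean replicate score, as percent of positive control median, at least 50; inconclusive = mean below 50 but one replicate at or above 50; inactive = mean and every replicate below 50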;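 note: strain carries kanamycin resistance gene driven by streptokinase promoter and grows in 40 µg/ml kanamycin; loss of luminescence reflects streptokinase promoter inhibition or plain growth inhibition; 0% = median of DMSO wells and 100% = positive control at its reference dose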
Numbers without * were called inactive; i = inactive; ? = inconclusive; . = not tested or not shown.

SMILES | MrgX1 ag | TRPC6 inh | TRPC4 block | ANO1 block | TMEM16A act | TRPC6 act | TRPC4 agonist | MrgX1 PAM | MrgX1 antagonist | TRPC4 potent | SKKanGAS inh
COc1ccc(NCc2nnc(SCC(=O)Nc3cccc(C)c3)o2)cc1 | i | -6.27* | i | i | i | i | i | i | i | i | 5.3
COc1cccc(C(=O)Oc2cc(C)[nH]c(=O)c2[N+](=O)[O-])c1OC | i | i | i | i | i | i | i | i | -4.77* | i | 0.0
CCOc1ccc(CN2CCNC(=O)C2CC(=O)NCCc2cnccn2)cc1 (stereo not given) | i | i | i | i | i | i | i | i | i | i | 0.3
CN(CCCC(=O)NCc1ccco1)S(=O)(=O)c1ccccc1 | i | i | i | i | i | i | i | i | i | i | 2.3
Cc1cccc(-c2noc(-c3ccc(Cl)cc3[N+](=O)[O-])n2)c1 | i | i | i | i | i | i | i | i | i | i | -2.2
CSc1ccc(/C=C2\C(=N)N3N=C(CC(=O)N4CCOCC4)SC3=NC2=O)cc1 | i | i | i | i | i | i | i | 11.1* | i | i | -1.0
CN(C)Cc1c(C(=O)N/N=C/c2ccncc2)nnn1-c1nonc1N | i | i | i | i | i | i | i | i | i | i | 3.6
N#Cc1ccc(C2=NC(C(F)(F)F)(C(F)(F)F)c3c(n(Cc4ccco4)c(=O)[nH]c3=O)N2)cc1 | 36.9* | -8.33* | i | 100* | i | i | i | i | i | i | 15.9
Clc1ccc(N2COC3c4cccc5cccc(c45)C32)cc1 (stereo not given) | i | i | i | i | i | i | i | i | i | i | ?
CCc1ccc(Oc2ncnc(N)c2[N+](=O)[O-])cc1 | i | i | i | i | i | i | i | i | i | i | 0.8
COc1cc(C(C(=O)NCc2ccccc2)N(C(=O)c2snc(C(N)=O)c2N)C2CCCC2)cc(OC)c1OC (stereo not given) | i | i | i | i | i | i | i | i | i | i | 0.2
COc1ccc(OC)c(NS(=O)(=O)c2ccc3c(c2)CCC(=O)N3)c1 | i | i | i | i | i | i | i | i | i | i | -1.2
Cc1c(CCC(=O)O)c(=O)oc2cc(OCc3ccc(Br)cc3)ccc12 | i | i | i | i | i | i | i | i | i | i | 16.1
CCOC(=O)c1c(C)[nH]c(C(=O)COC(=O)c2ccc(N3CCCC3=O)cc2)c1C | i | i | i | i | i | i | i | i | i | i | 2.8
COc1cccc(-c2c(C(=O)N/N=C(\C)COc3ccccc3)nnn2-c2nonc2N)c1 | i | i | i | i | i | i | i | i | i | i | 12.5
CCOc1ccc(NC(=NCc2ccc3c(c2)OCO3)SC2CC(=O)N(c3ccc(C(=O)O)cc3)C2=O)cc1 (stereo not given) | i | i | i | i | i | i | i | i | i | i | 32.7
O=C(Nc1ccccc1C(F)(F)F)NC1CCCCC1 | i | i | i | i | i | i | i | i | i | i | -14.1
COc1ccc(C2=NC(C)(C)Cc3cc(OC)c(OC)cc32)cc1 | i | i | i | i | i | i | i | i | i | i | 1.9
CCOc1ccc(/C=N/NC(=O)CN2CCSCC2)cc1 | i | i | i | i | i | i | i | i | i | i | -0.9
CCOc1ccc(OCC)c(S(=O)(=O)NCCOC23CC4CC(CC(C4)C2)C3)c1 | i | i | i | i | i | i | i | i | i | i | 2.4

Single entries from the results shown.
SKKanGAS inh result of CSc1ccc(/C=C2\C(=N)N3N=C(CC(=O)N4CCOCC4)SC3=NC2=O)cc1 : -1.0
SKKanGAS inh result of CN(C)Cc1c(C(=O)N/N=C/c2ccncc2)nnn1-c1nonc1N : 3.6

Continuation:
SMILES | MrgX1 ag | TRPC6 inh | TRPC4 block | ANO1 block | TMEM16A act | TRPC6 act | TRPC4 agonist | MrgX1 PAM | MrgX1 antagonist | TRPC4 potent | SKKanGAS inh
CCn1c(C)cc(/C=C2/SC(=S)NC2=O)c1C | i | i | i | i | i | i | i | i | i | i | 11.2
O=C(NCCCN1CCCC1=O)c1ccc2c(c1)ncn2C1CCCCC1 | i | i | i | i | i | i | i | i | i | i | -2.3
CCOc1cc(/C=C\c2[nH]c(=O)[nH]c(=O)c2[N+](=O)[O-])ccc1OC(C)CC (stereo not given) | i | i | i | i | . | i | i | i | i | i | 9.2
CN(Cc1ccccc1)c1nc(-c2cccc([N+](=O)[O-])c2)nc2ccccc12 | i | i | i | i | i | i | i | i | i | i | 4.9
CC(C(=O)NCC1CCCO1)n1cccc1C(=O)c1ccccc1 (stereo not given) | i | i | i | i | i | i | i | i | i | i | -3.1
O=C(CCn1nc(-c2ccccc2)c2ccccc2c1=O)N1CCN(c2ccccc2)CC1 | i | i | i | i | i | i | i | i | i | i | -4.1
COc1ccc(C(=O)Nc2ccc(Cn3ccnc3)cc2)cc1OC | i | i | i | i | i | i | i | i | i | i | -5.1
CCOc1ccccc1NC(=O)C(OC(=O)c1ccccc1NS(=O)(=O)c1cccs1)c1ccccc1 (stereo not given) | i | i | i | i | i | i | i | i | i | i | -1.2
COc1cc(C(=O)c2ccccc2)c(OC)cc1C(=O)Nc1ccc(O)cc1 | i | i | i | i | i | i | i | i | i | i | -6.8
CCCCn1c(N)c(N(CC)C(=O)c2cccc(OC)c2)c(=O)[nH]c1=O | i | i | i | i | i | i | i | i | i | i | -6.1
CCOC(=O)c1cn(Cc2ccccc2)nc1-c1ccccc1 | i | i | i | i | i | i | i | i | i | i | 9.0
CCCN1CCN(CCCNC(=O)C2CCCN(c3nnc(-n4cccc4)s3)C2)CC1 (stereo not given) | i | i | . | i | i | i | i | i | i | i | -8.7
COc1ccc(C2CC(c3ccc(OC)c(OC)c3)=NN2S(C)(=O)=O)cc1 (stereo not given) | i | i | i | i | i | i | i | i | i | i | 3.6
COc1ccc(CN(CC(O)COc2cccc3[nH]cc(C)c23)C(C)(C)C)cc1 (stereo not given) | i | i | i | i | i | i | i | i | i | i | -2.9
CN(C(=O)COC(=O)c1cc(S(=O)(=O)N(C)C)ccc1Cl)C1CCS(=O)(=O)C1 (stereo not given) | i | i | i | i | i | i | i | i | i | i | -2.5
O=c1c2ccccc2cnn1CCOc1cccc(Br)c1 | i | i | i | i | i | i | i | i | i | i | -7.8
Cc1cc(C)c2cc(C#N)c(N3CCCC3)nc2c1 | i | . | . | i | i | . | . | i | i | . | .
Cc1cccc(/C=N\NC(=O)c2ccccc2-n2cccc2)c1 | i | i | i | i | i | i | i | i | i | i | 2.7
CCOc1ccc(NC(=O)C(C)N2C(=O)c3ccccc3C2=O)cc1 (stereo not given) | i | i | i | i | i | i | i | i | i | i | 6.3
Clc1cccc(Cl)c1COc1ccccc1CNn1cnnc1 | i | i | i | i | i | i | i | i | i | i | -0.6
COc1ccc(NC(=O)O/N=C/c2ccccc2)cc1 | i | i | i | i | i | i | i | i | i | i | -5.2
C/C(CC(=O)Nc1ccc2c(c1)OCCO2)=N\NC(=O)COc1cccc(C)c1 | i | i | i | i | i | i | i | i | i | i | -4.4
COc1cc(C(=O)Nc2ccc(Cl)c([N+](=O)[O-])c2)cc(OC)c1OC | i | i | i | i | i | i | i | i | i | i | 3.1
CC(C(=O)Nc1ccccc1C(=O)N1CCOCC1)N(c1ccc(Cl)cc1)S(C)(=O)=O (stereo not given) | i | i | i | i | i | i | i | i | i | i | 2.6
COc1ccc(-c2cc3cc(OC)c(OC)cc3c(C)n2)cc1 | i | i | i | i | i | i | i | i | i | i | 7.2
Cc1ccc(C(CC(=O)NCCCN(C)C)c2ccc(OC(C)C)cc2)cc1 (stereo not given) | i | i | i | i | i | i | i | i | i | i | -14.1
CC1(C)N=C(N)N=C(N)N1c1ccc(OCCCOc2ccccc2)c(Cl)c1 | i | i | i | i | i | i | i | i | i | i | 111.5*
CCS(=O)(=O)C1=NN2C(=N)/C(=C\c3ccc(OC(=O)c4ccco4)c(Br)c3)C(=O)N=C2S1 | 72.9* | i | i | i | . | i | i | i | i | i | 17.6
CCOC(=O)N1CCN(c2cc(C)c([N+](=O)[O-])cc2F)CC1 | i | i | i | i | i | i | i | i | i | i | 15.6
COc1cccc(CN(C)C(=O)CCNC(=O)c2ccc(Br)cc2)c1 | i | i | i | i | i | i | i | i | i | i | -3.1
O=C(c1cccc(S(=O)(=O)N2CCc3ccccc32)c1)N1CCCC(C(F)(F)F)C1 (stereo not given) | i | i | i | i | i | i | i | i | i | i | -6.6
Cc1cccc(Cc2c(C)nc3c(C(=O)NCc4ccco4)cnn3c2C)c1 | i | i | i | i | i | i | i | i | i | 97* | 1.7
CCn1c(N2CCN(C(=O)NC3CCCCC3)CC2)nc2ccccc21 | i | i | i | i | i | i | 46* | i | i | i | -2.0
CCOC(=O)c1nnn(-c2nonc2N)c1COc1ccccc1 | i | i | i | i | i | i | i | i | i | i | -0.9
Cc1[nH]nc2c1/C(=N/O)CC(c1ccccc1)C2 (stereo not given) | i | i | i | i | i | i | i | i | i | i | 10.3
Cc1ccc(NC(=O)COC(=O)Cc2csc(-c3ccc(Cl)cc3)n2)cc1C | i | . | . | i | i | . | . | i | i | . | .
CN(c1ccccc1)S(=O)(=O)c1cccc(NC(=O)CSc2nnc(N)s2)c1 | i | i | i | 100* | i | i | i | i | i | i | 7.5
O=C(CS(=O)(=O)Cc1ccccc1)N1CCc2ccccc21 | i | i | i | i | i | i | i | i | i | i | -0.4
Cc1ccc2cc3cc(C(=O)NCCCN4CC(C)CC(C)C4)oc3nc2c1 (stereo not given) | i | i | i | i | i | i | i | i | i | i | 1.7
COc1ccc(CC(=O)Nc2ccc(/C(C)=N\NC(=O)c3ccc(Br)o3)cc2)cc1 | . | i | i | . | i | i | i | . | . | i | 0.5
Cc1sc2nc(SCC(=O)c3cc(C)n(CC4CCCO4)c3C)n(C(C)C)c(=O)c2c1C (stereo not given) | i | i | i | i | i | i | i | i | i | i | 6.3
CN1CCC(=C(c2ccccc2)c2ccc(Br)cc2)CC1 | i | i | i | i | i | i | i | i | i | i | -3.4
